High-throughput results as filed in PubChem.
GRP78 ERSR act: ER stress response induction in glioma; U87-MG GRP78 promoter luciferase reporter, 16 h; Potency, µM, for inactives: at the highest dose activation, actives largely listed as activators; 420,000 compounds, 0.02% hits; note: potency is the fitted concentration of half-maximal effect; series mostly up to about 76 µM; % of control where 0% means no effect; nearly all actives have a fitted effect of over 35% in size
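Stably transfected U87-MG human glioma cells carrying a GRP78-based luminescent sensor were seeded at 1000 cells/well, pin-dosed with compounds and incubated 16 h. Luciferase reagent was then added, and end-point luminescence was read after 10 min at room temperature.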
POLK inh: inhibitors of human DNA polymerase kappa; Potency, µM (doses to about 107 µM), inactives show top-dose activity, negative = inhibition, actives largely listed as inhibitors; purified Pol kappa, fluorescent DNA synthesis assay, 10 min; 400,000 compounds, 0.53% hits; Q9UBT6; note: potency is the fitted concentration of half-maximal effect; % is set by controls: 0 for no effect and ±100 for the full control effect
Target sequence (Q9UBT6 whole entry, looked up): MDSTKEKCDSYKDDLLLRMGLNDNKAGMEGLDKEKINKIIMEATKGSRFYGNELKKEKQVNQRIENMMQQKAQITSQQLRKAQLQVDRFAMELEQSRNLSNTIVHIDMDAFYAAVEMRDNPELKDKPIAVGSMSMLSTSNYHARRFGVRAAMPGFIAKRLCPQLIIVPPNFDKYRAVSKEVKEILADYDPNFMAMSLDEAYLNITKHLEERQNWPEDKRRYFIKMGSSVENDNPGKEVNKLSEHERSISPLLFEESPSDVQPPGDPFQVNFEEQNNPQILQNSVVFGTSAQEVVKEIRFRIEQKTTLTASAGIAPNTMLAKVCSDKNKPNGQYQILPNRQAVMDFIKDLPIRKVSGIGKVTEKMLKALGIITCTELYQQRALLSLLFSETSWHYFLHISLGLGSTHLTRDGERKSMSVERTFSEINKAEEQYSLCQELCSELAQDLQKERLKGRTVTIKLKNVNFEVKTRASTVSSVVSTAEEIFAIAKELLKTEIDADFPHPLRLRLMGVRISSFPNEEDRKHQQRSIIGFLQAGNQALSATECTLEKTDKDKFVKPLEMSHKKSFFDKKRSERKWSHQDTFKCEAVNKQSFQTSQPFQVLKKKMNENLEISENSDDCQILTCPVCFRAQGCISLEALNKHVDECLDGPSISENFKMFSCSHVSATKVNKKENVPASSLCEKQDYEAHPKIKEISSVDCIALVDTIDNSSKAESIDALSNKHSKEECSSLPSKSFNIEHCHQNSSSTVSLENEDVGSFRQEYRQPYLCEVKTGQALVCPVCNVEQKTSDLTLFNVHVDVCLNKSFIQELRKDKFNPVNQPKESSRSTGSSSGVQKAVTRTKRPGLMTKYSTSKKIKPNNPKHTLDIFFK
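First, compounds were pin-transferred onto 10 nM Pol kappa. After 15 min at room temperature, substrate was added to 50 nM final. Fluorescence was then measured kinetically at 0 and 10 min.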
BLM inh: inhibitors of human Bloom syndrome helicase BLM; recombinant BLM DNA unwinding, fluorescence dequenching; Potency, µM (titrated, usually from 56.1 µM), inactives show at the top dose activity change, negative = inhibition, hits mostly inhibitors; 350,000 compounds, 0.2% hits; AID 2528;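 note: potency is the fitted concentration of half-maximal effect; plate controls were vehicle for no effect and no enzyme for full effect; nearly all actives have a fitted effect of over 35% in size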
APEX1 inh: inhibitors of human APE1 endonuclease | 350,000 compounds, 0.35% hits | recombinant APE1, TAMRA/BHQ-2 abasic DNA cleavage fluorescence | Potency, µM (highest dose often 65.8 µM), without a hit: at the top dose activity change, negative = inhibition, usual class: inhibitors | P27695;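 note: potency is the fitted concentration of half-maximal effect; plate controls were vehicle for no effect and reference inhibitor for full effect; nearly all actives have a fitted effect of over 55% in size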
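Substrate: short duplex with […] THF abasic site, 5'-TAMRA and 3'-BHQ-2, 50 nM final. APE1 at 0.75 nM, preincubated 15 min RT with compound. Fluorescence increase from first to third read measured activity.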
Anesthetic bind: candidate novel general anesthetic via apoferritin binding; P02791; apoferritin/1-aminoanthracene competitive binding, fluorescence; Potency, µM (top dose mostly 77.5 µM), for the others: at the highest dose activity change, negative = displacement, most hits filed as inhibitors; 350,000 compounds, 0.074% hits; note: potency is the fitted concentration of half-maximal effect; % is set by controls: 0 for no effect and ±100 for the full control effect; nearly all actives have a fitted effect of over 20% in size
Target sequence (P02791 2-175 limits assumed): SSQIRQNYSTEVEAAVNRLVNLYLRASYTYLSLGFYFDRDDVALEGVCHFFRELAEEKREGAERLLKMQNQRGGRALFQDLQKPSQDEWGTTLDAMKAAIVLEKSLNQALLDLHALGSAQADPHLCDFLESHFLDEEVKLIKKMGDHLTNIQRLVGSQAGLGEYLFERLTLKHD
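Steps: apoferritin (10 uM) was premixed with half-saturated 1-AMA in PBS, compounds were pin-transferred, plates stood 10 min at room temperature, fluorescence was read at 380/535 nm, and curves were fitted with a Hill equation.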
Pol eta inh: DNA polymerase eta (human) inhibition; recombinant Pol eta, fluorescent DNA replication assay; Potency, µM (doses to about 114 µM), for the others: at the top dose activity change, negative = inhibition, hits mostly inhibitors; 390,000 compounds, 1.2% hits; AID 588591; note: potency is the fitted concentration of half-maximal effect; % is set by controls: 0 for no effect and ±100 for the full control effect
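Pol eta (10 nM) was preincubated with compounds for 15 min at room temperature, after which fluorescent replication substrate (50 nM final) was added to start the reaction. Fluorescence was read kinetically at 0 and 10 min.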
Pol iota inh: DNA polymerase iota (human) inhibition. Q9UNA4. Pol iota fluorescent replication assay, 10 min. Potency, µM (top dose mostly 115 µM), for the others: top-dose activity, negative = inhibition, hits mostly inhibitors. 390,000 compounds, 1% hits. AID 588590; note: potency is the fitted concentration of half-maximal effect
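Pol iota at 10 nM preincubated 15 min with compounds at room temperature; reaction started with fluorescent substrate, 50 nM final. Fluorescence read kinetically at 0 and 10 min; buffer-only wells as negative control.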
LDHA inh: blocks human lactate dehydrogenase A | purified LDHA, NADH/diaphorase-resazurin fluorescence; hits give low values | activity change, % (values are at about 110 or 230 µM) | 480,000 compounds, 0.15% hits | AID 1347041; in the data active = activity change below about -30%; inconclusive = mostly about -25% to -30%;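 note: plate controls were DMSO wells for no effect and wells without enzyme for full effect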
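LDH5 2 nM; NADH 0.06 mM, pyruvate 0.2 mM; 200 mM Tris pH 7.4, EDTA, Tween-20; 5 min RT. Detection: diaphorase 0.133 mg/mL + resazurin 37 µM, fluorescence ex540/em590 at 0 and 20 min; normalized to enzyme-free and DMSO wells.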
POLB inh: inhibitors of human DNA polymerase beta; 340,000 compounds, 1.3% hits; Potency, µM (titrated, usually from 114 µM), for the others: at the top dose activity change, negative = inhibition, most hits filed as inhibitors; Pol beta primer extension/strand displacement, fluorescence kinetic; P06746; note: potency is the fitted concentration of half-maximal effect; % is set by controls: 0 for no effect and ±100 for the full control effect
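Curves were derived by four-parameter Hill fits of normalized qHTS data. The kinetic fluorescent primer-extension read was taken at 0 and 10 min after 50 nM substrate, following a 15 min room-temperature preincubation of 10 nM enzyme with compounds.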
An asterisk follows results filed as active; ? = inconclusive; . = no result given; & = joins results of further samples; [ ] = dose if it differs, or a comment. Unless noted, calls come from the whole dose curve; as a rule, active = well fitted curve in the direction sought with a large enough effect; inconclusive = small, poorly fitted or top-dose-only effect, or another doubt; inactive = no such curve, though single readings can be large; an effect the other way counts as inactive or inconclusive.

Below each SMILES: POLB inh | APEX1 inh | GRP78 ERSR act | BLM inh | Pol eta inh | Pol iota inh | Anesthetic bind | LDHA inh | POLK inh
O=C(CSc1nc2ncccc2[nH]1)NCc1ccco1
 : ? | 42% | -4% | -3% | ? | ? | -7% | -18 | -24%
C=CCOc1ccc(/C=C/C(=O)OCC(=O)N(C)CC(=O)Nc2ccccc2Cl)cc1
 : . | 11% | -3% | . | -24% | 21% | . | -1 | -5%
Cc1c(C(=O)Nc2ccc(S(=O)(=O)N(C)C3CCN(C)CC3)cc2)oc2c(Cl)cccc12
 : . | -10% | -12% | . | -17% | 27% | . | -9&-6 | -11%
Cc1oc2c(c1C(=O)NCc1ccccc1)CCCC2
 : 8% | 12% | -3% | 0% | 0% | -4% | 2% | 1 | -2%
CCOC(=O)C1CCCN(C(=O)Cn2cccc2C(=O)c2ccccc2)C1 (centres undefined)
 : 23% | 0% | -3% | 0% | -1% | 6% | -14% | -4 | 3%
COc1ccc(NC(=O)CN(c2c(C)cccc2C)S(C)(=O)=O)cc1
 : 7% | 43% | -2% | -7% | -12% | 21% | -6% | 2 | 7%
COC(=O)c1ccc(COC(=O)c2cc3ccccc3oc2=O)cc1
 : 14% | 21% | 3% | -5% | -9% | 3% | -6% | -14 | -5%
COc1cc(NS(=O)(=O)c2ccc3c(c2)oc(=O)n3C)cc(OC)c1OC
 : 29% | 0% | -4% | 4% | -8% | -10% | 1% | -2 | 0%
COc1ccccc1CNC(=O)c1cc(-c2ccccc2C)n(CC2CC(c3cccc([N+](=O)[O-])c3)=NO2)n1 (centres undefined)
 : . | 2% | 0% | . | -7% | -24% | . | -15 | 0%
O=C(O)c1nccnc1C(=O)N1CCN(c2ccccc2)CC1
 : 25% | -2% | 1% | -2% | -2% | -6% | -10% | 0 | 1%
CCOc1ccccc1/C=C/c1onc(C)c1S(=O)(=O)N1CCC(C(=O)NC(C)(C)C)CC1
 : -2% | ? | -9% | -6% | -4% | -8% | -22% | -2 | 12%
COc1ccc(O)c(C(=O)c2cc(C#N)c(=O)n(CC3CCCO3)c2)c1 (centres undefined)
 : 26% | -1% | 9% | -22% | -7% | 13% | -12% | -4 | 2%
CCN(CC)c1nc(N(CC)CC)[nH]c(=O)n1
 : . | . | -2% | . | -2% | 10% | . | -6 | -1%
CC1CCCCC1n1c(-c2cccnc2)n[nH]c1=S (centres undefined)
 : -1% | 1% | -5% | 0% | 3% | 21% | -6% | -7 | -15%
Cc1ccc(-n2ncc(C(=O)N3CCN(c4cccc(C)c4)C(C)C3)c2C2CCN(C(=O)OC(C)(C)C)CC2)cc1 (centres undefined)
 : -3% | . | -3% | -15% | -9% | -12% | 8% | -1 | -12%
CC(C)CC(=O)Nc1nnc(SCC(=O)NCC2CCCO2)s1 (centres undefined)
 : 0% | 37% | -4% | -10% | -18% | 12% | -6% | -4 | -14%
COCCn1c(SCC(=O)Nc2ccccc2C(F)(F)F)nc2ccccc2c1=O
 : 20% | -1% | -5% | -9% | -23% | 17% | -8% | -5 | -2%
CCc1nnc(NC(=O)CSc2ccc(Cl)cc2)s1
 : 12% | 19% | -2% | -4% | 4% | 105%[activator] | 2% | -13 | -7%
Nc1cc(N)cc(-c2nc3ccccc3[nH]2)c1
 : -1% | -1% | 1% | -8% | ? | 16% | -3% | 10 | -4%
CCCOc1ccc(C2c3c(-c4ccccc4O)n[nH]c3C(=O)N2Cc2cccnc2)cc1 (centres undefined)
 : -3% | . | -5% | -4% | -12% | -8% | 53% | -9 | -19%
COc1ccc(C(=O)O)cc1NCc1ccc(C)s1
 : 45% | 2% | -1% | 1% | -2% | 29% | -3% | -1 | -2%
CCOC(=O)N1CCN(C(=O)c2ccc(Cl)nc2)CC1
 : -12% | -1% | -7% | 0% | -7% | 31%[activator] | 4% | -7 | -3%
CCCCCCCCNc1ncnc2ccccc12
 : -1% | -2% | 3% | -8% | -18% | -11% | -19% | 7 | -23%
O=C(COC(=O)c1ccc(Cl)nc1)NCCc1ccc(Cl)cc1
 : . | 34% | -3% | . | 6% | 81%[activator] | . | 3 | -13%
CC1=Nc2cc(C(=O)NCC3CCCO3)ccc2Sc2ccc(Br)cc21 (centres undefined)
 : -4% | -2% | -5% | -7% | -17% | 14% | -3% | -17 | -8%
COc1ccc(NC(=O)CSc2nc(-c3ccco3)nc3cc(=O)[nH]n23)cc1
 : 25µM* | . | -1% | 0% | ? | 79µM* | 2% | 3 | ?
Cc1ccc(S(=O)(=O)N(C)c2cc(S(=O)(=O)Nc3ccncc3)c(C)cc2C)cc1
 : 0% | 2% | -4% | -1% | -6% | 12% | -16% | -8 | -1%
CCOc1ccc(N=C2NC(=O)/C(=C/C(=O)OC)S2)cc1
 : 58% | 21% | -3% | 0% | -13% | -6% | -9% | -10 | -17%
CCCCc1ccc(NC(=O)CSc2nnc(C)c(=O)n2N)cc1
 : 1% | 51%[activator] | -2% | -5% | -14% | 19% | ? | -1 | 7%
O=C(O)c1cc2c(=O)c3ccccc3oc2nc1C(F)(F)F
 : 11% | 14% | 0% | -3% | -4% | -19% | -1% | -3 | -12%
COc1ccc(S(=O)(=O)N2CCOCC2)cc1NC(=O)CC1CC2CCC1C2 (centres undefined)
 : . | 17% | 0% | . | -6% | -17% | . | -12 | -9%
O=C(CN1CCC(n2nnc3cc(F)ccc32)CC1)NCCc1nc2ccccc2[nH]1
 : 7% | -1% | -6% | -4% | 4% | 30% | -7% | -6 | -1%
COc1ccccc1CCNC(=O)c1ccc2c(c1)c(C)c(C)n2C
 : -2% | . | -1% | -6% | -13% | 28% | -9% | 1 | -9%
CC(=O)Nc1cccc(-c2nc3ccc(NC(C)=O)cc3s2)c1
 : ? | -7% | -2% | -5% | -23% | 14% | -12% | -8 | -11%
Cc1ccc(OCCn2cc(/C=N/NC(=O)c3ccncc3)c3ccccc32)cc1
 : -4% | -7% | -5% | -2% | -28% | ? | ? | 6 | -29%
CSCCC(NS(=O)(=O)c1cccs1)C(=O)NCc1ccccc1 (centres undefined)
 : -2% | 7% | -3% | -1% | -3% | 115%[activator] | 0% | -5 | -4%
C[C@@H](C(=O)N[C@@H](Cc1ccccc1)C(=O)O)n1nnc2ccccc2c1=O
 : 3% | 1% | -5% | 0% | -14% | 17% | -6% | -1&0 | 12%
O=C(c1ccc(N2CCN(C3CC(=O)N(Cc4cccs4)C3=O)CC2)cc1)c1cccnc1 (centres undefined)
 : 2% | -1% | -4% | 1% | -23% | -27% | ? | -2 | 0%
CCCCn1c(N)c(N(CCOC)C(=O)COC(=O)CSc2cc(C)c3ccccc3n2)c(=O)[nH]c1=O
 : . | 14% | -3% | . | -22% | 63%[activator] | . | -7 | 4%
Cc1noc(C)c1C(=O)Nc1ccccc1C(=O)NCCc1ccccc1
 : 85% | 13% | -4% | -2% | -14% | 21% | 2% | -4 | -6%
Fc1ccc(-n2cc(-c3ccccc3)[n+]3c2SCC3)cc1
 : -20% | 0% | -1% | -6% | -1% | 15% | -6% | 0 | 0%
Cc1c(C(=O)NCc2ccco2)oc2ccc(S(=O)(=O)N3CCC4(CC3)OCCO4)cc12
 : 3% | -3% | -1% | -6% | -14% | 9% | -17% | 1 | -11%
CCOC(=O)N1CCN(C(=O)Cc2cccc3ccccc23)CC1
 : -3% | 0% | -1% | -1% | -13% | -2% | -5% | -3 | 0%
Fc1ccc(CNC(=S)Nc2ccc(Cl)cc2Cl)cc1
 : -5% | 2% | -3% | 3% | -14% | 5% | 6% | -9 | -7%
O=C(NCc1ccco1)c1cc(S(=O)(=O)N2CCCCC2)ccc1Cl
 : . | 10% | 0% | . | -17% | 30% | . | -1 | 0%
Cc1ccc(-c2nnc(Nc3cccc(Cl)c3)c3ccccc23)cc1S(=O)(=O)N1CCCCC1
 : 1% | . | -2% | -3% | 2% | -1% | 25% | 1 | -5%
O=C(CSc1nnc(COc2ccc(Cl)cc2)o1)NC1CCCCC1
 : . | 10% | -2% | . | -18% | 26% | . | -14 | -7%
CC(C)c1nn2c(=O)cc(COC(=O)c3ccccc3NC(=O)c3cccc(Cl)c3)nc2s1
 : -1% | . | -2% | -1% | -1% | 27% | 40%[activator] | -6 | -10%[60.1 µM]
COc1cccc(OC)c1C(=O)Nc1ccccc1C(=O)N1CCCC1
 : 55% | ? | -2% | 1% | -10% | 15% | -7% | -7 | -7%
Cn1nc(C(F)(F)F)c(-c2ccc(Br)cc2)c1NC(=O)c1cccnc1
 : 28% | 5% | -5% | -6% | -15% | 14% | -8% | -5 | -18%
COc1ccccc1N=C1SC(C(=O)Nc2ccccc2OC)CC(=O)N1C (centres undefined)
 : 24% | . | -3% | -3% | -17% | 29% | -3% | -18 | -12%
O=C(CSC1CC(=O)N(CCc2ccccc2)C1=O)Nc1ccc(Br)cc1 (centres undefined)
 : 9% | -5% | 4% | -11% | 0% | 8% | -22% | 2 | -18%
O=C(CSc1nc2nn(-c3ccccc3)c(=O)c-2c2n1CCCCC2)Nc1ccc(OC(F)F)cc1
 : . | -3% | -2% | . | -7% | 92%[activator] | . | 0 | -2%
CC(NC(=O)c1ccccc1NC(=O)c1nsc2ccccc12)c1ccccc1 (centres undefined)
 : 7% | . | 1% | -3% | -2% | -28% | 52%[activator] | -5 | -15%[60.1 µM]
O=C(Nc1ccccc1)c1n[nH]c(Cn2cncn2)n1
 : 0% | -8% | -4% | 0% | -20% | 4% | -6% | -3 | -8%

Exported tab-delimited: part of the list above.
molecule	POLB inh	APEX1 inh	GRP78 ERSR act	BLM inh	Pol eta inh	Pol iota inh	Anesthetic bind	LDHA inh	POLK inh
COc1ccc(O)c(C(=O)c2cc(C#N)c(=O)n(CC3CCCO3)c2)c1 (centres undefined)	26%	-1%	9%	-22%	-7%	13%	-12%	-4	2%
O=C(CSc1nnc(COc2ccc(Cl)cc2)o1)NC1CCCCC1	.	10%	-2%	.	-18%	26%	.	-14	-7%
COc1ccc(C(=O)O)cc1NCc1ccc(C)s1	45%	2%	-1%	1%	-2%	29%	-3%	-1	-2%
CSCCC(NS(=O)(=O)c1cccs1)C(=O)NCc1ccccc1 (centres undefined)	-2%	7%	-3%	-1%	-3%	115%[activator]	0%	-5	-4%

The list is partial; the hit share may differ from the screen's.
